OX1R antag-1: OX1R (HCRTR1) antagonists, primary screen, fluorescence, CHO/OX1R cells, Fluo-8 calcium, orexin A | Orexin/Hypocretin receptor type 1 (Homo sapiens), O43613 | Fluo-8 calcium fluorescence | inhibition, % at 5 µM | 330,000 compounds, 0.43% hits | AID 434989, 2010;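 active = inhibition above its plate's threshold, mean inhibition of all tested compounds on the plate plus 3 SD, cut at about 37% in these data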;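 also: 0% = orexin A challenge wells and 100% = SB-334867-A antagonist wells; not every result past the cut was called active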
Target sequence (O43613 whole entry, looked up): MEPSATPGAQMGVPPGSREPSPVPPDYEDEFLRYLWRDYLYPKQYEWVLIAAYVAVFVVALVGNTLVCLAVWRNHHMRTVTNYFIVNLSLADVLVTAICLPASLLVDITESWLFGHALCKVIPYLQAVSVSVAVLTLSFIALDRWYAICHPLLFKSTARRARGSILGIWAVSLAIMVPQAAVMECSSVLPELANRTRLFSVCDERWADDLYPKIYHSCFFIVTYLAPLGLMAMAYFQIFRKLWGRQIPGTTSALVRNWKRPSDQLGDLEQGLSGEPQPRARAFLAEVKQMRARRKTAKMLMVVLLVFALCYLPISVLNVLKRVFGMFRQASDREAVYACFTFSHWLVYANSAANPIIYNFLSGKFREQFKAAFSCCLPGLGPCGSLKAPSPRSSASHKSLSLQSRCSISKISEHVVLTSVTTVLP
OX1R antag-2: antagonists of human orexin 1 receptor (OX1R); 330,000 compounds, 1.8% hits; Orexin/Hypocretin receptor type 1 (Homo sapiens), O43613; inhibition, % at 6.6 µM; AID 485270, 2010; OX1R-expressing cells, FRET antagonist read-out; in the data active = inhibition mostly above about 38%, no sharp cut-off; inactive = mostly below about 40%;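 also: 0% = agonist challenge alone and 100% = reference antagonist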
* hit, by the source's call.

Compound | OX1R antag-1 | OX1R antag-2
CS(=O)(=O)N1CCN(C(=O)COc2ccccc2)CC1 | -12 | 5
CCN(Cc1cc(=O)n2ccsc2n1)Cc1nc2ccccc2c(=O)[nH]1 | -22 | 12
COc1ccccc1C(c1nnnn1Cc1ccccc1)N1CCC(C(N)=O)CC1 (centres undefined) | -12 | 15
C[C@H](CO)N1C[C@H](C)[C@H](CN(C)C(=O)Nc2cccc3ccccc23)Oc2c(NC(=O)c3ccc(-c4nccs4)cc3)cccc2C1=O | -13 | 9
COc1cc2c(=O)n(CCC(=O)NCC3CCCO3)c(=O)n(CC(=O)Nc3ccccc3C)c2cc1OC (centres undefined) | 3 | 9
COc1cc(C(=O)Nc2ccc(C)cc2)c2ccccc2n1 | -12 | 2
CCN(CC)C(=O)CSc1ncnc2sccc12 | -22 | 3
Cc1ccc(C(=O)c2cc([N+](=O)[O-])ccc2N2CCCCC2)c(C)c1 | -1 | 17
CC(C)CCNC(=O)C(C)N(Cc1ccc(F)cc1)C(=O)c1ccc(CN2CCCCC2)o1 (centres undefined) | -30 | 11
CCCOc1ccc(C(=O)NC(=S)Nc2nc3ccccc3s2)cc1 | -2 | -2
CCc1c(C)sc(NC(=O)OC)c1C(N)=O | 9 | 8
FC(F)(F)c1ccc(Nc2nnnc3ccccc23)cc1 | -9 | 21
N#C/C(=C(/O)COc1ccc(Br)cc1)c1nnc2n1CCCCC2 | -9 | 19
O=[N+]([O-])c1ccc(CN2CCN(c3ccc([N+](=O)[O-])cc3)CC2)cc1 | -5 | 3
Cc1cc(C)nc(NS(=O)(=O)c2ccc(NC(=O)Cc3ccc(F)cc3)cc2)n1 | -23 | 6
O=C(NC1CCN(Cc2ccccc2)CC1)c1ccccc1 | -19 | 1
CC(C)CN(CC(C)C)C(=O)Nc1ccc(F)cc1F | 9 | 12
COc1ccc2c(c1)c1ncn(Cc3ccccn3)c(=O)c1n2C | -15 | 1
COc1cc(C)c(Cl)cc1S(=O)(=O)N(C)C | -3 | 18
CC1(C)CC(=O)C(C(=O)C2CCN(S(=O)(=O)c3ccccc3)CC2)C(=O)C1 | -4 | 19

Next part
Compound | OX1R antag-1 | OX1R antag-2
Cc1ccccc1OCCn1cc(C(=S)N2CCN(C)CC2)c2ccccc21 | 6 | 2
CC(C)c1nc2sc3c(SCC(N)=O)ncnc3c2c2c1CCC2 | -29 | 8
COc1ccc(S(=O)(=O)N2CCN(C(=O)c3cc4c(s3)CCCC4)CC2)cc1 | 4 | 4
O=C(O)c1ccccc1C(=O)NCC(O)COc1ccc(Cl)cc1 (centres undefined) | -14 | 8
O=C(CNC(=O)c1ccco1)NCCCc1ccccc1 | -13 | 2
NNc1ncnc2c1cnn2-c1ccccc1 | -3 | 15
CC1CCCC(NC(=O)c2cn(C)c3ccc(S(=O)(=O)N4CCCC4)cc3c2=O)C1C (centres undefined) | -17 | 7
CCOC(=O)c1cnc2c(C)cc(C)cc2c1Nc1ccc(S(=O)(=O)Nc2ncccn2)cc1 | -7 | 6
CC1CCCC(C)N1C(=O)COC(=O)CCC(=O)c1cccs1 (centres undefined) | -17 | 10
O=C(C1=C[C@@H](c2ccc(Br)cc2)C[C@@H](OCc2ccc(CO)cc2)O1)N1CCOCC1 | -18 | 12
Cn1cc(Cl)c(C(=O)NNC(=S)NCc2ccco2)n1 | 5 | 8
CC1(C)Cc2c(C#N)c(N3CCN(C(=O)c4ccccc4)CC3)nc(-c3ccco3)c2CS1 | -14 | -9
Brc1ccccc1OCCCN1CCCC1 | -13 | 12
COC(=O)C1CCN(C(=O)COC(=O)Cn2cnnn2)CC1 | -11 | 27
CC(C)N(Cc1nc(-c2ccccc2)no1)C(=O)c1ccc(Br)o1 | -33 | 25
CCC(=O)N(c1nnc(SCC(=O)Nc2ccccc2Cl)s1)C1CC1 | -28 | 5
COc1ccc(-c2cc(C(F)(F)F)n3nc(C(=O)NCCN4CCOCC4)cc3n2)cc1 | -32 | 37
CCOc1ccc(N2C(=O)CC(/C=C3/N(C)c4ccccc4C3(C)C)C2=O)cc1 (centres undefined) | -23 | 17
CSc1oc(-c2ccc(F)cc2)nc1S(=O)(=O)c1ccc(F)cc1 | -34 | 4
Cc1cccc(-c2nc(C)cc(=O)[nH]2)c1 | -8 | 4

The last 4 compounds of the part above are carried over, then new ones follow:
Compound | OX1R antag-1 | OX1R antag-2
COc1ccc(-c2cc(C(F)(F)F)n3nc(C(=O)NCCN4CCOCC4)cc3n2)cc1 | -32 | 37
CCOc1ccc(N2C(=O)CC(/C=C3/N(C)c4ccccc4C3(C)C)C2=O)cc1 (centres undefined) | -23 | 17
CSc1oc(-c2ccc(F)cc2)nc1S(=O)(=O)c1ccc(F)cc1 | -34 | 4
Cc1cccc(-c2nc(C)cc(=O)[nH]2)c1 | -8 | 4
CCN(CC)CC(=O)Nc1ccc([N+](=O)[O-])cc1 | -9 | 25
NC(=Nc1ccc(Cl)cc1)c1ccccc1 | -5 | 13
COc1ccccc1N1CCN(C(=O)CCCN2C(=O)c3cccc4cccc(c34)C2=O)CC1 | -38 | 19
O=S(=O)(C(=CNc1ccccc1)S(=O)(=O)c1ccccc1)c1ccccc1 | -1 | 16
COCCSc1ccccc1C(=O)NCC1CCCO1 (centres undefined) | -8 | 1
O=C(Nc1c(C(=O)NCc2ccco2)cnn1-c1ccccc1)c1cccc(F)c1 | -7 | 6
CCCCCn1c(=N)c(S(=O)(=O)c2ccc(Br)cc2)cc2c(=O)n3cccc(C)c3nc21 | -8 | 9
CC1CCCCC1Nc1nc2ccc(Cl)cc2n2cnnc12 (centres undefined) | -32 | -2
COc1ccc([N+](=O)[O-])cc1NC1CCN(C(=O)c2cccs2)CC1 | -18 | 16
CNC(=O)COC(=O)c1cc(SC)ccc1Cl | -3 | 9
C/C(=N\NC(=O)c1cccc([N+](=O)[O-])c1)c1cccc(NC(=O)C2CC2)c1 | -21 | 29
O=C(Nc1ccon1)c1cc(-c2ccccc2)nc2ccccc12 | -12 | 21
Cc1ccc(-n2nc(-c3ccccc3)cc2Nc2ccccc2N)cc1 | -28 | 43
CCSc1ccc(-c2nn(-c3ccccc3)cc2/C=C(/C#N)C(=O)NC)cc1 | -20 | 17
Cc1ccccc1C(=O)N1CCN(c2ccc([N+](=O)[O-])c(N3CCOCC3)c2)CC1 | -24 | 13
CCOC(=O)C1=NNC2C(=O)N(C3CCCCC3)C(=O)C12 (centres undefined) | 4 | 11
O=C(CCCCCNC(=O)N1CCn2c1nc1ccccc12)NCc1ccccc1 | -37 | 12
CCOc1ccc(S(=O)(=O)Nc2ccc(S(=O)(=O)N3CCCC3)cc2)cc1 | -7 | 9
CC(Oc1cccc(Cl)c1)C(=O)N1CCN(c2ncccn2)CC1 (centres undefined) | -10 | 1
Cc1cc(-c2nn(-c3ccccc3F)cc2CN2CCCC(C(N)=O)C2)c(C)s1 (centres undefined) | -28 | 11

New compounds follow:
Compound | OX1R antag-1 | OX1R antag-2
Cc1ccc(C2=Nc3cccnc3C(c3ccccc3)=NN2)cc1 | -37 | 8
O=C(CCc1nnc(-c2ccccc2)o1)NCC1CCN(C2CCCC2)CC1 | -16 | 2
COc1ccc(OC)c(NC(=O)CN2CCC(C(=O)c3ccc(C)cc3)CC2)c1 | 14 | -1
c1ccc(Oc2cccc(CN3CCOCC3)c2)cc1 | -3 | 1
CC(=O)Nc1cccc(NC(=O)C2CCCN2C(=O)Nc2cccc(C)c2)c1 (centres undefined) | -8 | 3
Cn1c(SCc2ccccc2)nnc1-c1ccc2c(c1)OCO2 | -1 | 0
Cc1ccc(N=C2NC(=O)CS2)cc1C | 1 | 12
COc1ccc(N2CCOCC2)c(NC(=O)c2cccnc2)c1 | -16 | 25
C/C(=N\NC(=O)c1nnn(-c2nonc2N)c1CN1CCC(C)CC1)c1cccc(Br)c1 | -10 | -1
CN(C)S(=O)(=O)c1ccc(N2CCCC2)c(C(=O)Nc2nccs2)c1 | -17 | 1
COC(=O)[C@H](CCSC)NC(=O)Cn1cnc(C(=O)Nc2ccc(C)c(C)c2)n1 | -14 | 4
O=S1(=O)N=C(N(CCO)/N=C/c2ccc(Br)cc2)c2ccccc21 | -23 | 2
CCC(Sc1ncccc1C(=O)OCCN1CCCC1=O)C(=O)NCc1ccco1 (centres undefined) | -2 | 6
COCCN(C(=O)C1CC(=O)N(Cc2ccc(C)cc2)C1)c1c(N)n(CC(C)C)c(=O)[nH]c1=O (centres undefined) | -23 | 4
C=CCC[C@@H](Cc1ccc(F)cc1)C(=O)OC[C@@H](NC(=O)[C@H](CC=C)CC(=O)N(CCO)Cc1ccccc1)c1ccccc1 | 49 | 34
CCOC(=O)c1[nH]c(C)c(C(=O)OCc2ccccc2F)c1C | 0 | 14
CC1c2[nH]c3ccccc3c2C[C@H]2C(=O)N(CCCO)CC(=O)N12 (some centres undefined) | -3 | 9
O=C(COc1ccc(C(=O)NCCc2ccccc2)cc1)Nc1ccccc1 | 5 | 16
CC(=O)NC(C)C(=O)OCC(=O)c1ccc(-c2ccccc2)cc1 (centres undefined) | -7 | 14
C#CCN(CC=C)C(=O)c1cccc(OC2CCN(S(C)(=O)=O)CC2)c1 | -13 | 11

Three entries from above, ordered by heavy-atom count, lowest first.
Compound | OX1R antag-1 | OX1R antag-2
c1ccc(Oc2cccc(CN3CCOCC3)c2)cc1 | -3 | 1
CC1c2[nH]c3ccccc3c2C[C@H]2C(=O)N(CCCO)CC(=O)N12 (some centres undefined) | -3 | 9
O=C(COc1ccc(C(=O)NCCc2ccccc2)cc1)Nc1ccccc1 | 5 | 16

Remaining list, next part:
Compound | OX1R antag-1 | OX1R antag-2
CCN(CC)CCn1c2c(c(SCC(=O)Nc3ccc4c(c3)OCCO4)nc1=O)CCC2 | -34 | 8
Cc1ccc(C(=O)NCCc2nnc3ccc(N4CCCC4)nn23)cc1 | -17 | 2
Fc1ccccc1-c1nnc2ccc3ccccc3n12 | -8 | 4
CCOC(=O)C1=C(O)C(=O)N(CCCn2ccnc2)C1c1ccc(C)cc1 (centres undefined) | -22 | 12
COc1ccc(-c2c[n+]3c(n2-c2ccccc2)SCC3)cc1 | -16 | 12
COc1cccc(NC(=O)COC(=O)c2ccccc2C(=O)N2CCN(c3ccccc3)CC2)c1 | -25 | 22
COC(=O)c1sc(N)c(C(=O)OC)c1COC(=O)CCNS(=O)(=O)c1ccc(C)cc1 | -14 | 14
CCOC(=O)[C@@H](C)N(Cc1ccc(OC)cc1)S(=O)(=O)N(Cc1ccccc1)[C@H](C(=O)OC)C(C)C | 50* | 9
COc1ccccc1NC(=O)c1ccc(NC(=O)Cc2n[nH]c(=O)c3ccccc23)cc1 | -14 | 13
CCCn1c(SCC(=O)c2cc(C)c(C)cc2C)n[nH]c1=O | -35 | 17
CN(C)c1ccc(NC(=S)c2ccc3ccccc3n2)cc1 | 58* | 93*
Nc1cc(Cl)ccc1N1CCCC1 | -9 | 12
Cc1ccc(C(C(=O)NC2CCCC2)N(Cc2cccs2)C(=O)c2csnn2)o1 (centres undefined) | -26 | 11
CC1CCCC(NC(=S)Nc2ccc(SC(F)F)cc2)C1C (centres undefined) | 60* | 35
CC(=O)NCc1ccc(S(=O)(=O)NC(C(=O)O)C(C)C)cc1 (centres undefined) | -14 | 15
O=C(O)/C=C/C(=O)NC1CCCCCCCCCCC1 | 2 | 6
Cc1ccc(C(=O)C(OC(=O)COc2ccccc2C)c2ccccc2)cc1 (centres undefined) | 16 | 5
CC1Cc2ccccc2N1C(=O)CN1C(=O)NC(C)(CCc2ccccc2)C1=O (centres undefined) | -26 | 16
O=C(NC[C@@H]1CCCO1)c1cccc2c1C(=O)c1ccc(Cl)cc1S2(=O)=O | -12 | 45*
CC1CCC2C(C1)c1sc(=O)[nH]c1SC2(C)C (centres undefined) | -36 | 0

(continued)
Compound | OX1R antag-1 | OX1R antag-2
O=C(CSc1nnc(-c2ccco2)n1CC1CCCO1)c1ccc(F)cc1 (centres undefined) | -16 | 6
O=C(N/N=C/c1ccc(O)cc1)c1cccc(N/N=C/c2ccc(O)cc2)c1 | -10 | 13
COc1ccc(S(=O)(=O)N(C(=O)c2ccco2)c2cc3sc(=O)oc3c3ccccc23)cc1 | 60* | 2
O=P(O)(c1ccc(Cl)cc1)c1ccc(Cl)cc1 | -28 | 9
COC(=O)[C@H]1[C@H](CCc2ccccc2)NC(=O)N(Cc2ccccc2)[C@@H]1C | -32 | 29
CCOC(=O)Nc1ccc2c(COC(=O)CNS(=O)(=O)c3ccc(NC(C)=O)cc3)cc(=O)oc2c1 | -1 | 15
CCn1c(=O)n(CC)c2cc(S(=O)(=O)Nc3cc(C)cc(C)c3C#N)ccc21 | -18 | 10
N/C(=N\OC(=O)CN1C(=O)c2ccccc2C1=O)c1ccc(Cl)cc1 | -16 | 13
COc1ccc(-n2c(SCC(N)=O)nnc2-c2ccc(NS(=O)(=O)c3ccc(C)cc3)cc2)cc1 | -9 | 8
O=C(CCC(=O)N(CC(=O)NC1CCCCC1)c1ccc(F)cc1)Nc1nccs1 | -25 | 9
CC(C)Oc1ccc(CNC(=O)C2CCN(C(=O)N3CCOc4ccccc43)CC2)cc1 | -24 | 8
COc1ccc(C)c2sc(N(CCCN(C)C)C(=O)c3ccc(S(=O)(=O)N4CCc5ccccc5C4)cc3)nc12 | -4 | 4
COc1cc(C(=O)Nc2nnc(C)s2)c([N+](=O)[O-])cc1OC | -7 | 14
Cc1nn(-c2ccccc2)c(N2CCCC2)c1/C=C1\N=C(c2ccccc2)OC1=O | -1 | 9
CC(=O)c1c(C(C)=O)c(C)n(-c2nc(-c3ccccc3)c(C)s2)c1C | -20 | 18
O=C(NNC(=O)c1ccccc1)C(=O)N1CCCCC1 | -11 | 7
COc1cc(C(=O)NCc2nnc(SCC(=O)N3CCCC3)o2)cc(OC)c1OC | 10 | 8
CCOc1ccc2oc(C(=O)OCC(=O)NC3CCCCC3)c(C)c2c1 | -1 | 11
CN1CCN(C(=O)/C=C/c2cccc(Cl)c2)CC1 | -15 | 44
NS(=O)(=O)c1ccc(NC(=O)c2ccc3c(c2)CCN3S(=O)(=O)c2ccccc2)cc1 | 20 | 9

Screens from PubChem BioAssay.
